# NALP1 inh – NALP1 inflammasome inhibitors in reconstituted yeast, colorimetric, S. cerevisiae, triplicate retest; S. cerevisiae NALP1/ASC/caspase-1 growth, X-gal OD620, 72 h; inhibition, % at 10 µM; 280,000 compounds, 0.61% hits; AID 2071, 2009; in the data active means inhibition mostly above about 24%, no sharp cut-off; inactive means mostly below about 32%; further: some compounds called inactive have numbers as strong as hits
# IDE cell activ – human IDE activators in live cells, primary screen, fluorescence polarization, HEK cells, FAbeta-B substrate; FAbeta-B cleavage; 0% vehicle, 100% cell-free pure enzyme wells; activation, % at 5.96 µM; 340,000 compounds, 0.073% hits;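 active means activation above the mean of all tested compounds plus 3 SD, set per screening campaign, cut at about 17% in these data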
# GPR7 antag – GPR7 receptor antagonists, primary screen, cell-based, fluorescence, single concentration | Neuropeptides B/W receptor type 1 (Homo sapiens), P48145 | GPR7-expressing cells, fluorescence antagonist assay | inhibition, % at 4.4 µM | 290,000 compounds, 1.1% hits | AID 1861, 2009; in the data active means inhibition above about 16%, passing the limit was not always enough;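 further: cells stimulated with the agonist NPW; 0% = agonist with vehicle and 100% = vehicle without agonist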
# Target sequence (P48145 whole entry, looked up): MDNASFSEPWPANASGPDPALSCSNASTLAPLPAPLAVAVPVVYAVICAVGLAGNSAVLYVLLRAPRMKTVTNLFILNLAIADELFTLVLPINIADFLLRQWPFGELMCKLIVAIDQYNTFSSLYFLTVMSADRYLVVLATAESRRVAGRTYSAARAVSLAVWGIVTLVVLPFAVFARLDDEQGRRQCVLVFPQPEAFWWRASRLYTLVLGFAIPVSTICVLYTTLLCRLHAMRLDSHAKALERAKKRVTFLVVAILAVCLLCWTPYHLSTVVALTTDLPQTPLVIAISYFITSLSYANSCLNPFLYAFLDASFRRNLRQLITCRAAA
# PHOSPHO1 inh – PubChem AID 1565. Phosphoethanolamine/phosphocholine phosphatase (Homo sapiens), Q8TCT1. recombinant PHOSPHO1, absorbance phosphatase assay. inhibition, % at 13.3 µM. 290,000 compounds, 1.1% hits; in the data active means inhibition above about 60%
# Target sequence (Q8TCT1 whole entry, looked up): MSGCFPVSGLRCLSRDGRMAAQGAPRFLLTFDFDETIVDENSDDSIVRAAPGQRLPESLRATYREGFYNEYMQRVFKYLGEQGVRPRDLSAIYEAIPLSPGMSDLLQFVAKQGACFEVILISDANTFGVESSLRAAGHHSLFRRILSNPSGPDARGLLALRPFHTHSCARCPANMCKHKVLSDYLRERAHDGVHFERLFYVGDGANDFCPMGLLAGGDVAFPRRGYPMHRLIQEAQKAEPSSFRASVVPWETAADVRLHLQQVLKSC
# M18AAP inhibitor – PfM18AAP inhibitors, malaria aminopeptidase, primary screen, biochemical, QFRET, recombinant enzyme. M18 aspartyl aminopeptidase (Plasmodium falciparum 3D7). H-Glu-NHMec fluorogenic cleavage. inhibition, % at 7.35 µM. 290,000 compounds, 1.2% hits;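 active means inhibition above the campaign mean inhibition over all tested compounds plus 3 SD, cut at about 28% in these data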;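 further: 0% = plate median of test compound wells and 100% = 2 mM ZnCl2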
# IMP-1 inh – IMP-1 metallo-beta-lactamase inhibitors, primary screen, biochemical, epi-absorbance readout, Pseudomonas aeruginosa enzyme; 290,000 compounds, 0.45% hits; metallo-beta-lactamase IMP-1 (Pseudomonas aeruginosa); AID 1556, 2009; inhibition, % at 5.6 µM; purified IMP-1, nitrocefin hydrolysis, epi-absorbance fluorescence;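 active means inhibition above the mean plus 3 SD of all compounds in the same screening run, cut at about 4.5% in these data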;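 further: 0% = IMP-1 with DMSO and 100% = DMSO wells lacking enzyme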
#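 System: purified IMP-1; amount: IMP-1 0.2 nM before substrate addition; compound: single dose, 5.6 µM; times: 25 °C, 15 min preincubation, 25 min reaction; signal: Epi-absorbance via hydrolysed-nitrocefin quenching of white-plate fluorescence, 480/530 nm, EDTA stop; benchmarks: DMSO with and without IMP-1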
# IDE inh – human IDE inhibitors in live cells, primary screen, fluorescence polarization, HEK cells, FAbetaB substrate. Insulin-degrading enzyme (Homo sapiens), P14735. FAbetaB cleavage. inhibition, % at 5.59 µM. 320,000 compounds, 0.41% hits;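 active means percent inhibition above the average of all tested compounds plus 3 SD, set per screening campaign, cut at about 16% in these data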;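 further: IDE supplied by intact live HEK cells; FP after avidin binding of uncleaved biotin substrate so inhibition keeps polarization high; 0% = DMSO wells and 100% = 60 µM reference IDE inhibitor Ii1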
# VIM-2 inh – VIM-2 metallo-beta-lactamase inhibitors, primary screen, biochemical, epi-absorbance readout, Pseudomonas aeruginosa enzyme | purified VIM-2, nitrocefin hydrolysis, epi-absorbance fluorescence | 290,000 compounds, 0.89% hits | AID 1527, 2009 | inhibition, % at 5.6 µM;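 active means inhibition above the mean of all tested compounds plus 3 SD, cutoff set per screening run, cut at about 7.5% in these data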;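 further: red hydrolysis product quenches plate fluorescence so inhibitors raise well fluorescence; 0% = enzyme with DMSO and 100% = DMSO without enzyme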
# pCIP destab – p/CIP-EGFP fusion destabilizers, primary screen, fluorescence, F442A cells; decrease of EGFP signal, % at 10 µM; 16 h; 290,000 compounds, 0.01% hits; Q05BA5;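 active means EGFP signal decrease of at least 30% at 10 µM or well 3 SD below plate mean, unless failing retest; inactive means the rest, including hits failing retest or dose response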; further: some compounds called inactive have numbers as strong as hits; many of its hits are not listed in these tables
# Active calls of the source: *; · = no result given.
SMILES,NALP1 inh,IDE cell activ,GPR7 antag,PHOSPHO1 inh,M18AAP inhibitor,IMP-1 inh,IDE inh,VIM-2 inh,pCIP destab
COc1ccc(S(=O)(=O)Nc2cc3c(cc2C(C)=O)OCO3)cc1,1,1,0,3,4,-5.0,-7,-0.2,14
O=C(O)CSc1nccc2ccccc12,3,-3,-6,2,-6,-1.2,4,4.6,-6
Cn1c(=O)c2c(ncn2CC(=O)N2CCN(c3cccc(Cl)c3)CC2)n(C)c1=O,-8,-3,10,39,6,-3.2,-1,-4.0,3
O=C(COc1ccccc1)Nc1cccc2nsnc12,17,4,-2,-2,0,-2.2,6,-4.2,4
COc1cccc(/C=N/NC(=O)c2c(C)nc3ccc(Cl)cn23)c1O,6,-1,9,52,16,-1.7,-8,-2.4,-2
O=C(O)c1cc2c(ccc3ccccc32)o1,5,6,-3,28,5,-0.8,-4,-0.1,-2
CC(Sc1ncnc2c1cnn2-c1ccccc1)C(=O)NCC1CCCO1 (centres undefined),-39,-1,-1,14,-12,-2.8,-1,-1.4,-6
Cc1cccc(C)c1OC(=O)CSc1nnc(-c2ccccc2)o1,6,0,-7,-1,3,-1.5,-2,-0.6,-10
CC1(C)CC2(CCO1)OC(=O)CC2C(=O)Nc1ccc(Br)cc1 (centres undefined),14,6,0,40,-2,-1.8,1,-2.1,-3
CS(=O)(=O)c1ccc(C(=O)NC(Cc2ccccc2)c2ccccc2)cc1 (centres undefined),13,4,4,15,-5,-3.8,5,-1.4,-2
O=C(O)c1ccc2c(c1)C(=O)/C(=C\c1ccco1)C2=O,15,0,-9,17,42*,-0.9,2,2.4,-14
O=C(c1ccccc1)c1cc2cc(Cl)ccc2[nH]1,11,3,-2,42,-3,1.4,-4,-1.8,2
O=C(/C=C/c1ccc(Br)cc1)NC(=O)c1ccccc1O,2,-2,-10,39,-11,-0.8,-2,0.2,-8
Cn1cc(C(=O)Nc2ccc(F)c(F)c2)cn1,-10,2,9,12,4,-5.3,0,-2.5,-8
CN(C)c1cccc(C(=O)OCC(=O)N2CCc3ccccc3C2)c1,-2,2,19,1,12,-0.8,3,-0.8,-10
C/C(=C1/SC(N2CC(C)OC(C)C2)=NC1=O)c1ccccc1 (centres undefined),4,1,-3,7,-9,-5.9,7,-1.1,3
Cc1csc(SC(C)C(=O)NCC2CCCCC2)n1 (centres undefined),-6,1,-11,-7,2,-3.9,3,-3.2,-4
CN(C)c1ccc(NC(=O)CN2CCN(CC(=O)Nc3ccc(F)cc3)CC2)cc1,37,0,-6,-3,6,-3.6,-5,-1.5,4
CCOC(=O)CSc1nnc(C2CCCCC2)n1C,7,1,-7,54,2,-3.6,-5,-1.3,-7
O=C(CSc1n[nH]c(-c2cccnc2)n1)Nc1ccnc2ccccc12,-15,-12,-2,41,-3,-1.5,8,0.5,1
O=C(NC1=NCCS1)c1cc(-c2cccc(Br)c2)nc2ccccc12,20,5,-4,15,-3,-1.2,-4,-1.9,2
COc1cnc(-c2ccccn2)nc1Sc1ccccc1Cl,-13,4,-13,32,2,-3.5,0,0.0,-17
O=C(c1ccc2ccccc2c1)c1c[nH]cc1-c1ccccc1,-58,-4,3,-20,9,-2.2,2,0.4,6
CCOC(=O)c1c(NC(=O)C[n+]2ccc(Cc3ccccc3)cc2)sc(C)c1C,21,-1,-3,24,0,-0.9,2,1.9,-5
CC1CCCCN1C(=O)CSc1nnc(-c2ccco2)n1C (centres undefined),18,-2,-7,26,-19,1.1,-1,-1.1,-5
CC(=O)N1CC=C2C(C#N)=C(N)C(C#N)(C#N)C(C)C2C1 (centres undefined),12,5,1,36,3,-1.2,3,-3.0,-11
CCOC(=O)C1(Cc2ccc(Cl)cc2)CCN(CCCn2cccn2)CC1,1,2,-3,12,-4,-2.3,0,-3.4,-7
CC(C)C(=O)Nc1cccc(-c2cn3ccsc3n2)c1,5,6,4,-10,-2,0.0,-1,-1.3,-1
CCCN1CCN(C(=O)CCCNC(=O)Cn2cnc3sc(C)c(C)c3c2=O)CC1,8,5,16,-14,-5,-2.0,3,-3.1,-17
OC1CCCN(Cc2c3ccccc3cc3ccccc23)C1 (centres undefined),0,7,-1,11,-34,-6.3,3,-6.1,-17
CC(C(=O)NCc1cccc(Cl)c1)N1C(=O)c2ccccc2C1=O (centres undefined),25,5,-4,-1,-7,-1.1,-1,-1.4,-10
COC(=O)CN(c1ccc(C)c(Cl)c1)S(C)(=O)=O,21,3,-3,6,-5,-3.9,4,-0.4,1
CC(C)(C)C1CCc2onc(C(=O)Nc3ccc(F)cc3F)c2C1 (centres undefined),1,2,-4,29,-20,-1.9,3,1.7,-6
CCCOc1ccc(C(CC(=O)O)NC(=O)C23CC4CC(CC(C4)C2)C3)cc1 (centres undefined),1,2,0,-2,-2,0.4,3,-0.8,9
CC(C)(C)c1ccc(C(=O)NNc2cc(Cl)cc(Cl)c2)cc1,4,6,-21,8,22,-1.7,11,-1.8,6
Cc1ccc2c(c1)Sc1ccccc1CC2=O,5,1,0,4,-6,-0.8,5,0.6,-6
O=C(CCNC(=O)c1ccc([N+](=O)[O-])cc1)NCCCN1CCCC1=O,17,8,1,10,4,-0.9,-4,-2.0,2
Cc1cccc(NC(=O)CN(C2=NC3CS(=O)(=O)CC3S2)c2ccccc2F)c1 (centres undefined),10,-4,2,12,-5,-2.6,4,-3.1,1
O=C(c1cnn2ccccc12)N1CCc2ccccc21,57,3,1,-5,6,-3.4,2,0.0,3
CCCN1CCN(CCCNC(=O)c2ccc3c(Cl)c4c(nc3c2)CCCC4)CC1,18,5,-17,29,-1,-2.8,12,8.4*,-3
O=C(NCCN1CCN(c2cccc(Cl)c2)CC1)c1ccc(CSc2nc3ccncc3[nH]2)cc1,2,6,7,-12,-5,-2.4,1,-2.8,-5
O=C(O)c1cccc2c1C(=O)N(C1CCCCC1)C2,-6,5,-4,-24,-3,-2.3,0,-1.9,-9
COc1ccc(NC(=O)CCNS(=O)(=O)c2cccc3nonc23)c(OC)c1,14,2,-1,10,-9,-1.6,-4,-0.7,-6
O=C(NN=C1C2CC3CC(C2)CC1C3)c1cccs1,41*,0,16,4,-3,-0.7,-1,0.3,13
CCNc1nc(N)nc(Oc2ccc(OCc3ccccc3)nn2)n1,-4,6,-1,16,3,-0.8,-2,-1.3,-10
COc1ccccc1-c1nnc(SCC(=O)Nc2ccc(Cl)cc2Cl)o1,10,3,-1,-42,6,-3.2,5,-3.3,-2
CCCCCc1nc(N)c(C#N)c(-c2ccco2)c1CCCC,11,7,-11,4,3,-2.7,4,-3.5,-3
COC(=O)Cn1cnc2sc(C)c(S(=O)(=O)N3CCN(c4ccccc4OC)CC3)c2c1=O,28,1,-12,0,-1,-2.2,3,-1.4,0
CCc1ccccc1NC(=O)CN(C)C(=O)COc1ccc(C)nc1[N+](=O)[O-],29,3,-2,3,-3,0.0,6,2.0,0
Cc1ccc(-c2csc(NC(=O)c3ccc(F)cc3)c2C(=O)O)cc1,46,-4,27,14,6,-2.1,6,-1.9,-3
COc1ccc(CCN(Cc2cc3cccc(C)c3[nH]c2=O)C(=O)N2CCCC2)cc1OC,12,5,-17,-40,2,-3.2,-2,2.6,-4
CCn1nc(C)c(CNC(=O)c2cc(COc3cncc(Cl)c3)on2)c1C,2,2,8,40,-5,-0.3,1,-2.7,-1
CCc1nnc(NC(=O)[C@@H](NC(=O)c2cccc(S(=O)(=O)N3CCOCC3)c2)C(C)C)s1,7,3,3,25,-1,-2.5,0,0.1,-7
O=C1/C(=C/c2ccccn2)SC(=S)N1Cc1ccccc1,0,·,-12,27,-3,-1.8,10,-1.7,-12
CCOC(=O)NCc1ccc2c(c1)cc(C)n2C,18,7,7,-98,-7,-0.3,-1,-0.2,-13
COc1ccc(OC)c(NS(=O)(=O)c2cccs2)c1,14,6,-7,19,13,-2.5,5,-1.1,-2
Cc1cc(C)n(/N=C/c2cccc(O)c2)c(=O)c1C(N)=O,13,5,-3,10,-5,-2.2,6,-0.1,-7
CCOc1ccccc1NC(=O)C(NC(=O)C1CCC(C)CC1)C(C)C (centres undefined),6,7,4,-14,-4,-1.9,7,-2.7,3
CC(=O)Nc1cccc(OCCCNC(=O)c2ccc(C(C)(C)C)cc2)c1,8,·,-13,-10,-9,-2.9,4,-1.7,-4
C=C(C)CNC(=S)N/N=C(\C)c1ccc(Cl)s1,12,1,2,14,4,-2.6,2,-5.2,7

# Whole records as entered above. Screens in order: NALP1 inh | IDE cell activ | GPR7 antag | PHOSPHO1 inh | M18AAP inhibitor | IMP-1 inh | IDE inh | VIM-2 inh | pCIP destab
# Listed for Cc1ccc(-c2csc(NC(=O)c3ccc(F)cc3)c2C(=O)O)cc1 : 46 | -4 | 27 | 14 | 6 | -2.1 | 6 | -1.9 | -3
# Listed for O=C(CSc1n[nH]c(-c2cccnc2)n1)Nc1ccnc2ccccc12 : -15 | -12 | -2 | 41 | -3 | -1.5 | 8 | 0.5 | 1

# The main list resumes; the 3 compounds before the break are reprinted first.
SMILES,NALP1 inh,IDE cell activ,GPR7 antag,PHOSPHO1 inh,M18AAP inhibitor,IMP-1 inh,IDE inh,VIM-2 inh,pCIP destab
CCOc1ccccc1NC(=O)C(NC(=O)C1CCC(C)CC1)C(C)C (centres undefined),6,7,4,-14,-4,-1.9,7,-2.7,3
CC(=O)Nc1cccc(OCCCNC(=O)c2ccc(C(C)(C)C)cc2)c1,8,·,-13,-10,-9,-2.9,4,-1.7,-4
C=C(C)CNC(=S)N/N=C(\C)c1ccc(Cl)s1,12,1,2,14,4,-2.6,2,-5.2,7
CCOc1ccc(-c2nnn(CC(=O)N3CCCC3)n2)cc1OCC,7,4,-2,-7,-1,-3.4,0,-1.2,-4
N#Cc1ccccc1-c1ccccc1C(=O)N1CCCCC1,3,5,-4,14,-5,-2.6,1,-2.2,-9
CN(c1ccc(C(=O)N2CCN(Cc3ccc4c(c3)OCO4)CC2)cc1)S(=O)(=O)c1ccccc1,-3,1,14,12,7,-2.0,7,0.5,9
CCN1C(=O)c2cccc3c(S(=O)(=O)N(C(=O)c4cccnc4)c4ccc(OC)cc4)ccc1c23,26,1,-4,-5,-9,-0.4,-7,0.7,-5
CC(=O)Nc1ccc(NC(=O)COc2ccc(S(=O)(=O)NC(C)c3ccccc3)cc2)cc1 (centres undefined),5,4,9,18,-4,-0.2,-4,-0.7,-6
CN(C)c1ccc(C(c2nnnn2C(C)(C)C)N2CCN(C(=O)c3ccco3)CC2)cc1 (centres undefined),6,0,-7,88*,20,-3.9,7,-0.5,-10
Cc1ccc(-n2ncc(C(=O)NCC3CCN(C4CCCC4)C3)c2C2CCN(C(=O)OC(C)(C)C)CC2)cc1C (centres undefined),0,1,-3,38,5,-1.7,0,-5.7,-3
Cc1cc([N+](=O)[O-])ccc1N(C)C,18,0,-9,2,-4,-1.0,2,-1.1,5

# From PubChem
